# TWEAK Fn14 block = inhibitors of TWEAK-Fn14 signaling, primary screen, luciferase reporter cells, uHTS | inhibition, % at 10 µM | TWEAK-stimulated Fn14 reporter cells, luciferase luminescence, 8 h | AID 1159606, 2016 | 360,000 tested, 2% active; in the data active = inhibition above about 50%
# LRH-1 inv ag = LRH-1 (NR5A2) inverse agonists, primary screen, cell-based, luminescence, HEK293T, StAR-luciferase reporter | 360,000 tested, 0.13% active | Nuclear receptor subfamily 5 group A member 2 (Homo sapiens), O00482 | LRH-1 transfected, 24 h | inhibition, % at 3.6 µM;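 active = inhibition above the mean inhibition of all tested compounds plus 3 SD, cut at about 73% in these data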;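 note: 0% = DMSO wells and 100% = reporter-only cells lacking LRH-1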
# Target sequence (O00482 whole entry, looked up): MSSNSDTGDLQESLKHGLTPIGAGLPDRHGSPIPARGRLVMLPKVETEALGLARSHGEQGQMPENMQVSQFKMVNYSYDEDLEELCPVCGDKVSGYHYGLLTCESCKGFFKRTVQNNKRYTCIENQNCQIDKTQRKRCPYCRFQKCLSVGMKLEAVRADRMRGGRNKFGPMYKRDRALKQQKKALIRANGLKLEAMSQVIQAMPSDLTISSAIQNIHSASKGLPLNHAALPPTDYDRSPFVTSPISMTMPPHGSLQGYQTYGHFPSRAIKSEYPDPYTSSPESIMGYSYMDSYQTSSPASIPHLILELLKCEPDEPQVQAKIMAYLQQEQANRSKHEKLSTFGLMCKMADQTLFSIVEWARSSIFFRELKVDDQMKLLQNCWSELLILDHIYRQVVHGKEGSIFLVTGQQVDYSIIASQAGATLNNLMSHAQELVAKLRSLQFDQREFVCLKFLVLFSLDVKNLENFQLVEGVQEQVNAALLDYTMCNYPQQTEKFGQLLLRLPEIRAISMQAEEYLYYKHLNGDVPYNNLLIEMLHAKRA
# NR2F2 inh = NR2F2 transcriptional activity inhibitors, primary screen, cell-based, luciferase reporter, HEK293T, luminescence; COUP transcription factor 2 (Homo sapiens), P24468; HEK293T NGFI-A luciferase reporter; inhibition, % at 8.6 µM; 370,000 tested, 0.7% active; AID 686940, 2013;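 active = inhibition above a per-plate cutoff, mean inhibition of test wells between control levels plus 3 SD, cut at about 38% in these data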;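 note: cells cotransfected with COUP-TFII expression vector driving the NGFI-A reporter; 0% = median of COUP-TF2 test wells and 100% = reporter-only cells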
# Target sequence (P24468 whole entry, looked up): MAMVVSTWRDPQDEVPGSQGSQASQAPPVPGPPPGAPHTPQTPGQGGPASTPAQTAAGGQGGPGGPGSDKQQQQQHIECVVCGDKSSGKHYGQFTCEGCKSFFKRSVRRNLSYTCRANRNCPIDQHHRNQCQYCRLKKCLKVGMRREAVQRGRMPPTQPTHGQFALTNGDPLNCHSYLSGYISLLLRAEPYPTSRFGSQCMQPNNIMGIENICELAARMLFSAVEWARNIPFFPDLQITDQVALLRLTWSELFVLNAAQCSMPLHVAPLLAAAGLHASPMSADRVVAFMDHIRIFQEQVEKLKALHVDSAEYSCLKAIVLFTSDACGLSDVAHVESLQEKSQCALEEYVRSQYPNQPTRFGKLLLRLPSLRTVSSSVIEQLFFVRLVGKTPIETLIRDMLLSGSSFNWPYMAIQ
# KKLEB cytotox = cytotoxicity in KKLEB CF airway cells, primary screen, cytotoxicity control for CF NF-kB inhibitor project, cell-based, uHTS, fluorescence assay plates; activity change (cytotoxicity), % at 5 µM; 360,000 tested, 0.36% active; AID 602141, 2011; KKLEB CF airway cells viability, ATPlite luminescence, overnight; hits give low values; cells stimulated with P. aeruginosa culture filtrate;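 active = corrected activity change at or below -50% at 5 µM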
# Shn3 inh set2 = reduction of Shn3 3'UTR firefly luciferase signal, primary screen, Schnurri-3 inhibitor project, cell-based, Clone20 osteoblasts, set 2. Clone20 osteoblast Shn3 3'UTR firefly luciferase, 24 h. 360,000 tested, 0.52% active. inhibition, % at 12.5 µM;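 active = mean inhibition of at least 75% with every replicate also reaching 75%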;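 note: 0% = median of neutral control wells and 100% = pilot-screen positive control compound; some compounds past the cut are filed as inactive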
# EBV LMP1 NFkB = EBV LMP1-driven NF-kappaB luciferase reporter inhibitors, primary screen, cell-based, luminescence, single point. LMP1-induced NF-kappaB luciferase reporter cells. inhibition, % at 12.5 µM. 350,000 tested, 0.69% active. AID 504558, 2011; in the data active = inhibition above about 41%;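 note: 0% = neutral control wells and 100% = reference inhibitor control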
# CF NFkB inh = inhibitors of PAF-induced NF-kB signaling, primary screen, cell-based, GFP fluorescence, uHTS; KKLEB NF-kB-GFP reporter, GFP fluorescence overnight; inhibition, % at 5 µM; 360,000 tested, 0.86% active;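 active = at least 50% inhibition at 5 µM, scaled per plate between neutral and stimulator controls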;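 note: PAF is a Pseudomonas aeruginosa culture filtrate used as stimulus; plate controls were PAF-stimulated DMSO wells for no effect and unstimulated DMSO wells for full effect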
# C8 TRAIL sens = viability loss with TRAIL in NB7+C8 cells, primary screen, TRAIL sensitizer project, cell-based, ATPlite luminescence; inhibition (viability loss, TRAIL sensitization), % at 10 µM; AID 624354, 2012; 360,000 tested, 1% active;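 active = compounds causing at least 50% loss of cell viability in the single-dose screen, relative to plate controls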
# SRC1 inh = SRC1 coactivator transcriptional activity inhibitors, primary screen, cell-based, luminescence; Nuclear receptor coactivator 1 (Homo sapiens), Q15788; HEK293 GAL4-SRC1 luciferase reporter; inhibition, % at 3.6 µM; 360,000 tested, 0.12% active; AID 588354, 2011;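 active = inhibition above the campaign mean plus 3 SD, with each screening campaign given its own cutoff, cut at about 60% in these data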;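 note: 0% = DMSO treated cells and 100% = gossypol at 36 µM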
# TROY NFkB inh = inhibitors of TROY-driven NF-kB signaling, primary screen, Q293 LMP1-TROYcd cells, NF-kB luciferase, uHTS; Q293 LMP1-TROYcd NF-kB luciferase reporter, 4 h; inhibition, % at 10 µM; 360,000 tested, 0.98% active; AID 1347056, 2019;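 active = compounds whose plate-normalised and pattern-corrected inhibition of the luciferase reporter signal at the single screening dose is 50% or more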
# NCOA3 inh = SRC3 coactivator transcriptional activity inhibitors, primary screen, cell-based, luminescence | inhibition, % at 3.6 µM | HEK293 GAL4-SRC3 luciferase reporter | 360,000 tested, 0.17% active;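 active = inhibition above a per-campaign cutoff, the mean of all compounds plus 3 SD, cut at about 60% in these data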;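 note: 0% = DMSO-treated cells and 100% = gossypol-treated cells at 36 µM; higher means less SRC3-driven luciferase light from the GAL4 reporter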
# * hit, by the source's call; . = no result given. Not all compounds are listed; count on the stated rates, not on these rows.
SMILES,TWEAK Fn14 block,LRH-1 inv ag,NR2F2 inh,KKLEB cytotox,Shn3 inh set2,EBV LMP1 NFkB,CF NFkB inh,C8 TRAIL sens,SRC1 inh,TROY NFkB inh,NCOA3 inh
Cc1nc(NC(C)c2ccccc2)c2c3c(sc2n1)CCC3 (stereo not drawn),-43,23,.,-12,62,-15,-39,6,-5,28,-4
Cc1ccc(NC(=S)N/N=C/c2ccc([N+](=O)[O-])s2)cc1,31,17,-13,6,66,38,-2,48,-13,-48,3
Cc1ccc(CC(SCc2ccccc2)C(=O)O)cc1C (stereo not drawn),28,-3,7,-15,-6,5,2,1,-13,-7,-36
COC(=O)[C@H](C(C)C)N(Cc1ccccc1)S(=O)(=O)CCNC1CCCC1,6,-4,11,4,4,-3,2,8,3,-8,10
N#C/C(=C\c1c[nH]c2ccccc12)C(=O)NC1CC1,1,-116,-14,9,-87,-31,-24,10,-189,-82,-125
COC(=O)c1ccc(OCC(=O)c2ccc(C)c(C)c2)cc1,5,-40,-35,2,-6,-4,10,8,-14,0,-4
COc1ccc(C(=O)NN=C2CCCC2)cc1OC,-5,1,10,5,-14,5,-8,-6,1,14,7
C[C@@H]1CN([C@@H](C)CO)C(=O)c2cc(Br)cnc2O[C@H]1CN(C)C(=O)c1ccc2c(c1)OCO2,13,3,-24,-8,-11,-12,0,-4,-18,-11,-10
COc1ccc(/C=C(\NC(=O)c2ccco2)C(=O)NC(Cc2ccccc2)C(=O)O)cc1 (stereo not drawn),25,15,16,6,-6,-6,8,-17,9,4,-11
Cc1onc(-c2ccccc2)c1C(=O)Nc1ccc(N2CCOCC2)cc1,5,2,-11,7,-23,6,2,10,3,10,-6
Cc1cc(C)n(-c2nc3c(c(=O)n(C)c(=O)n3C)n2C)n1,5,11,2,2,-1,0,5,5,4,-4,4
O=C(NC(=S)NCCC1=CCCCC1)c1ccccc1Br,-14,-6,-16,-3,0,-17,-2,8,-22,-33,-10
Fc1cccc2sc(N3CCCCC3)nc12,-8,-64,-16,-3,-65,-24,6,9,-57,-32,-46
CCOC(=O)c1c(N)sc(C(=O)N2CCCC2)c1C,6,-9,5,-9,-8,6,18,-12,-114,-5,1
Cc1cc2oc(=O)cc(Cn3ccnc3)c2cc1O,-34,-6,.,3,-11,-2,-16,7,-10,-2,-18
C=CCC(c1ccccc1F)N(CCN1CCOCC1)C(=O)Nc1cccc(Cl)c1 (stereo not drawn),-16,-13,0,-7,-1,-7,-11,-6,-12,-29,-1
Cc1ccn2c(Nc3ccc4c(c3)OCO4)c(-c3ccccn3)nc2c1,-13,-47,-3,-23,75,2,2,4,-51,9,-40
COC(=O)c1cc(NC(=O)CN(C)Cc2ccccc2)cc(C(=O)OC)c1,86*,3,-7,-2,-27,-6,-16,9,16,14,11
CC(=O)O[C@@]1(C)C[C@@H](O)[C@]2(O)C=CO[C@@H](O[C@@H]3O[C@H](CO)[C@@H](O)[C@H](O)[C@H]3O)[C@@H]21,7,3,0,13,0,-1,-24,1,2,-3,2
COc1cc([C@@H]2CC=C(C(=O)O)CN2S(=O)(=O)c2ccc(C)cc2)cc(OC)c1OC,0,8,-19,10,-9,-2,5,8,1,-4,5
O=C(NCCOc1cccc(Oc2ccccc2)c1)c1cc(-n2cnnc2)ccc1Cl,-5,9,8,-16,7,-11,-11,4,10,3,12
CNC(=O)/C=C1\NC(C)(C)Cc2c1ccc1ccccc21,-4,-14,4,-6,-1,-2,19,-10,-4,9,13
CC1CCCC(C)N1C(=O)COC(=O)c1ccc[nH]c1=O (stereo not drawn),17,-6,11,-10,-21,-10,-11,5,-4,-4,-5
CCN(CC)C(=O)COC(=O)C1=NN(c2cc(C)ccc2C)C(=O)CC1,1,-1,-2,4,0,6,-9,4,-2,2,-2
CCn1c(C(O)c2cccc(OC)c2OC)nc2ccccc21 (stereo not drawn),2,18,-4,2,26,2,-7,7,-8,4,7

# The listing continues:
SMILES,TWEAK Fn14 block,LRH-1 inv ag,NR2F2 inh,KKLEB cytotox,Shn3 inh set2,EBV LMP1 NFkB,CF NFkB inh,C8 TRAIL sens,SRC1 inh,TROY NFkB inh,NCOA3 inh
CC(C)C(C(=O)NCC1CCCO1)N(C(=O)CNS(=O)(=O)c1ccccc1)c1ccc(F)cc1 (stereo not drawn),7,15,3,5,2,-3,0,13,6,-2,10
C/C(=N\NC(=O)c1ccc(Cl)cc1)c1ccccn1,10,-26,-2,0,75,33,-17,51*,-15,-65,-39
CN=C1S/C(=C\c2ccc(N3CCOCC3)c(F)c2)C(=O)N1C,-28,-20,-13,0,-20,0,0,17,-33,-29,-17
CNC(=O)c1ccc(CNC(=O)OCC(F)(F)F)cc1,-23,4,-1,-6,-3,4,5,-15,-4,13,-8
CCc1ccc2[nH]c(=O)c(CN(CCN3CCOCC3)C(=O)Nc3ccccc3F)cc2c1,23,-19,-12,3,-11,0,-15,12,-5,11,-37
Cc1ccc(-c2cc(C(=O)N/N=C/c3ccoc3)c3ccccc3n2)cc1,-26,-48,-3,1,-18,17,-5,30,-42,-55,-13
CC(C)Cc1ccc(CN2CCCC(NC(=O)CSc3nncn3C)C2)cc1 (stereo not drawn),-1,-1,19,6,27,4,-26,2,9,1,-1
Cc1ccc2[nH]c(=O)c(C(c3nnnn3CC3CCCO3)N3CCCc4ccccc43)cc2c1 (stereo not drawn),3,10,8,-2,-27,-60,2,-8,-13,-8,-7
CN(C)C(=O)c1ccc(Nc2ncnc3sc4c(c23)CCCCC4)cc1,-18,-6,6,-12,-3,2,25,-6,-1,10,10
CCn1c(-c2cc(-c3cc(C)ccc3C)nc3ccccc23)n[nH]c1=S,13,1,0,2,9,14,6,-11,-9,10,1
Cc1ccc(NC(=O)COC(=O)CNC(=O)c2cccs2)cc1S(=O)(=O)N1CCOCC1,7,-11,1,16,-4,-6,-53,9,-10,-3,-3
COc1cc(/C=N/n2cnc3scc(-c4cccs4)c3c2=O)cc(OC)c1OC,38,21,-5,-5,-4,-4,15,-3,8,20,9
COc1ccc(N)cc1S(=O)(=O)Nc1ccccc1Cl,6,-1,-12,5,-11,-2,-7,-6,3,5,9
CCOC(=O)Cn1c(CN(Cc2ccccc2)Cc2ccccc2)nc2c1c(=O)[nH]c(=O)n2C,-2,8,4,1,15,-7,4,5,-10,-10,13
COc1ccc(CCNC(=O)Nc2nc(CN)cs2)cc1OC,2,-15,-1,10,9,.,-7,-10,-24,5,-24
CN(C)c1nc(-c2ccccc2)nc(-c2ccc(Cl)cc2)c1C#N,-27,-5,-8,-36,-7,-1,42,0,-9,-20,8
N#CC1(Nc2ccc3c4c(cccc24)CC3)CCCCC1,41,-7,-18,8,-42,0,22,3,-12,-6,-8
Cc1nn(-c2cccc(C(F)(F)F)c2)c(=O)c2noc(C)c12,22,-5,-10,1,0,2,-7,9,0,-15,-18
COc1ccccc1OCc1nc(Cc2ccc(Cl)cc2)no1,-15,2,11,-21,1,-4,4,-4,4,1,-4
O=C(Cn1c(C(F)(F)F)nc2ccccc21)NCCN1CCCC1,13,-14,-6,-2,15,-7,-2,38,-2,1,2
COc1ccccc1N(CC(=O)NCc1ccco1)C(=O)CCC(=O)Nc1ccccn1,30,7,-6,4,5,-4,-17,-15,-16,-3,-8
COc1ccc(C2c3c(oc4ccccc4c3=O)C(=O)N2CC2CCCO2)cc1 (stereo not drawn),-10,11,11,-12,-1,-1,10,3,-5,2,1
COc1ccc(NC(=O)c2ccc(-c3ccc(C(C)=O)cc3)o2)cn1,-8,-31,-5,24,-27,-20,4,12,-19,-22,-27
Cc1ccc(OCCn2c(=O)n(C)c3ccccc32)cc1,-24,-92,-55,-12,-41,-30,12,3,-45,-13,-71
Nc1nc(N)c(N=Nc2ccc(Cl)cc2)c(=O)[nH]1,-30,-80,-34,7,-53,-25,-17,16,-54,-67,-73

# (more compounds)
SMILES,TWEAK Fn14 block,LRH-1 inv ag,NR2F2 inh,KKLEB cytotox,Shn3 inh set2,EBV LMP1 NFkB,CF NFkB inh,C8 TRAIL sens,SRC1 inh,TROY NFkB inh,NCOA3 inh
Cc1ccc2c(c1)C(=O)C(=O)N2Cc1ccccc1,12,15,3,-12,-9,2,19,3,-1,5,4
CCOc1cc(C)ccc1OCc1nnc(SCC(=O)Nc2cccc(C(=O)O)c2)n1-c1ccccc1,3,9,-29,1,6,-7,-7,-2,-9,9,4
O=C1c2ccccc2NC(c2ccccc2F)N1NS(=O)(=O)c1ccccc1 (stereo not drawn),31,5,-14,0,-3,5,4,-6,6,3,1
CCc1nnc(NS(=O)(=O)c2ccc(NC(=O)CCC(=O)O)cc2)s1,1,7,3,13,-5,-3,10,-17,-6,-5,-2
Cc1ccc(NC(=O)COC(=O)c2ccc(Cl)cc2)cc1S(=O)(=O)N(C)C,2,-10,17,-2,-8,-6,6,-14,-2,16,-3
COc1ccc(C2C(C(=O)c3ccco3)=C(O)C(=O)N2CCCn2ccnc2)c(OC)c1 (stereo not drawn),-3,-32,0,2,-10,3,3,7,-26,-9,3
C=CCn1cnc2scc(-c3ccccc3)c2c1=O,18,13,4,-8,7,10,25,-12,4,16,18
Cc1ccc(CN(C)CC(=O)Nc2ccccc2C(=O)NC2CC2)o1,4,17,16,5,-9,-7,-4,-1,-3,5,1
CCCCCCC(=O)O,-1,7,17,5,-13,1,-9,1,-26,-3,-10
CC(C)CNC(=O)C(=O)NCC1CCCN1S(=O)(=O)c1cccs1 (stereo not drawn),3,-2,13,9,0,10,-10,-6,-9,13,-6
CSc1ccccc1NC(=O)CN1CCN(S(=O)(=O)c2ccccc2[N+](=O)[O-])CC1,-6,-4,2,-1,1,-4,-2,12,1,9,-4
N#CC1=C(N)N2C(=C(C#N)C1c1cccc(Br)c1)Nc1ccccc12 (stereo not drawn),94*,5,-5,-50*,88*,52*,42,53*,9,73*,12
Cc1cc(S(=O)(=O)N2CCCCC2CCNC(=O)C(=O)NC2CC2)ccc1F (stereo not drawn),13,-1,10,-9,23,1,26,-2,-10,4,11
O=c1[nH]c2ccccc2s1,15,-7,-3,-14,-16,-4,-1,6,-11,10,-4
CC(=O)Nc1ccc(-c2ccnc3c2CC(C)(C(=O)NCC2CCOCC2)O3)cc1 (stereo not drawn),-17,-12,-21,14,-44,.,-9,-12,-9,10,10
COC(=O)Cn1c(=NC(=O)c2ccc(Cl)s2)sc2cc(F)ccc21,11,25,-10,5,-26,-3,-11,18,-14,-16,-21
COC(=O)c1cc(C(=O)OC)n(Cc2ccc(F)cc2)c1C,-6,-15,12,9,0,6,0,0,15,-10,20

# Screening results as filed in PubChem.
